Assay outcomes from PubChem.
ERAP1 HTS inh: ERAP1 (human) enzyme inhibition; recombinant ERAP1, Leu-AMC fluorescence, 60 min; inhibition, % at 10.7 µM; 340,000 tested, 0.15% active; AID 652197;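 active = mean replicate inhibition of at least 30%, or all replicates individually reaching that 30% level; inactive = mean below 30% and not every replicate reaching it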;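 also: 0% = neutral control wells and 100% = L-leucinethiol positive control wells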
Target sequence (Q9NZ08 whole entry, looked up): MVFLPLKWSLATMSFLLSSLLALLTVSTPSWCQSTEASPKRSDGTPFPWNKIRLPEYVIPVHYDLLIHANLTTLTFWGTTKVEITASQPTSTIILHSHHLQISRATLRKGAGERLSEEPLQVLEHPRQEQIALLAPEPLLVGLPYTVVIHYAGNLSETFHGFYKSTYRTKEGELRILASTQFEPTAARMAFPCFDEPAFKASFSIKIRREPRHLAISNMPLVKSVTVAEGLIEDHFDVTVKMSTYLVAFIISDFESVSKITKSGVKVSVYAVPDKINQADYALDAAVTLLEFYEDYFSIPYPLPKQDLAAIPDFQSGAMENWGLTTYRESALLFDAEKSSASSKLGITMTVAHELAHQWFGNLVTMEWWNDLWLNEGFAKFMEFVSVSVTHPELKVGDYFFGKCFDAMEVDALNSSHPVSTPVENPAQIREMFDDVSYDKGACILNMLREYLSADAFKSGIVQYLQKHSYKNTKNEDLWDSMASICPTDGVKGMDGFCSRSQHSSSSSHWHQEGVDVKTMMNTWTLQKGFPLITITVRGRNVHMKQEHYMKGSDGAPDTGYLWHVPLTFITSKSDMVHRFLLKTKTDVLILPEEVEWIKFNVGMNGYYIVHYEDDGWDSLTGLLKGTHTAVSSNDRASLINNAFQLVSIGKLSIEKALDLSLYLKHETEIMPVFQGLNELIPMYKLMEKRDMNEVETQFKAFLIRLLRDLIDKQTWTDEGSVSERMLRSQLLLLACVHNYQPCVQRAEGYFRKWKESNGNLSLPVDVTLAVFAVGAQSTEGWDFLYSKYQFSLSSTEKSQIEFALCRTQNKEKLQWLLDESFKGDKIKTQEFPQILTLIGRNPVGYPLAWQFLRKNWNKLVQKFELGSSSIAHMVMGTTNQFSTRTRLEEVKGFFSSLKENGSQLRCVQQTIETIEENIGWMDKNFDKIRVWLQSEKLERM
S100A4 inh HTS: S100A4-myosin IIA interaction inhibition | P26447 | S100A4/TAMRA-MyoIIA peptide fluorescence polarization | inhibition, % at 10.7 µM | 360,000 tested, 0.14% active | AID 652163;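 active = mean inhibition of at least 70% across replicates, with every replicate also reaching that level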
Target sequence (P26447 whole entry, looked up): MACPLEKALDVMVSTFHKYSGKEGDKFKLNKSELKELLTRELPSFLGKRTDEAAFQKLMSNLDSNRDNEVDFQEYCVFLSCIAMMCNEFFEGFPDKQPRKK
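Compound dosing: one dose per compound; test system: human S100A4 monomer with TAMRA-labelled myosin IIA peptide; probe or stimulus: TAMRA-labelled myosin IIA heavy-chain peptide probe, 5 nM; medium: HEPES buffer with Ca2+, pH 7.2; schedule: 5 min incubation before reading; benchmarks: neutral control DMSO, positive control TFP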
PGC1a acetyl inh: modulators of PGC1a acetylation; U2OS PGC1a acetylation, AlphaScreen anti-acetyl-lysine; with virally co-expressed GCN5 acetyltransferase; 350,000 tested, 0.17% active; inhibition, % at 15.6 µM;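 active = every replicate shows inhibition of at least 40%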;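 also: 0% = neutral control wells and 100% = positive control wells; some results beyond the cut were filed as inactive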
LGR2 inh: inhibitors of bursicon-induced Drosophila LGR2 receptor cAMP signaling. 380,000 tested, 0.35% active. inhibition, % at 9.99 µM. HEK293 LGR2, CRE-luciferase, bursicon-stimulated, 4 h;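 active = drop in luminescence signal, shown as inhibition above about 50% in the replicate tests, limit read from the data, passing the limit was not always enough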;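 also: agonist challenge used bursicon conditioned medium at about half maximal strength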
PAX8 reporter: lowers PAX8-driven luciferase in RMG-I cells; 360,000 tested, 1.2% active; AID 652154; RMG-I TPO-luciferase reporter, SteadyGlo, 24 h; inhibition, % at 12.6 µM;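 active = mean replicate inhibition at least 60% with every replicate also reaching 60%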;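 also: luciferase light reporting Pax8 driven TPO promoter activity; plate controls were median of neutral control wells for no effect and mitoxantrone controls for full effect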
PglD inh: blocks C. jejuni PglD acetyltransferase activity | purified PglD enzyme, DTNB colorimetric CoA detection | inhibition, % at 12.5 µM | AID 602405 | 360,000 tested, 0.098% active; in the data active = inhibition above about 16%, passing the limit was not always enough; also: strong numbers were not always called active
FN deposit inh: fibronectin deposition inhibition; AID 743247; 350,000 tested, 0.086% active; AH1F fibroblasts, Alexa488-fibronectin deposition fluorescence, overnight; inhibition, % at 12.6 µM;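 active = mean inhibition across replicates of 30% or more, regardless of how many single replicates reach that level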;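 also: positive control wells lacked labelled fibronectin entirely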
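Material: AH1F fibroblast monolayer depositing Alexa488-labelled fibronectin into matrix | Input: 10000 AH1F cells/well | Medium: DMEM plus 2% serum, read in PBS | Reagent: Alexa488-fibronectin, 24 nM final in well | Compound dosing: One dose per compound, pinned | Schedule: 1 h adhesion, overnight exposure | Measured by: Fluorescence at 485 nm excitation, 525 nm emission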
EWS-Fli inh: blocks EWS/Fli oncoprotein-driven transcription; 350,000 tested, 0.67% active; inhibition, % at 12.6 µM; A673 NR0B1-luciferase reporter, viability-normalised;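 active = mean inhibition of at least 50% after viability correction, with every replicate also passing that limit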;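 also: firefly luciferase signal divided by Alamar Blue viability fluorescence both relative to DMSO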
The depositor's hits bear a star; · = no result given; & = joins results of further samples. Compounds were not picked by outcome, and some 2.1% of all compounds hit somewhere here.

SMILES	ERAP1 HTS inh	S100A4 inh HTS	PGC1a acetyl inh	LGR2 inh	PAX8 reporter	PglD inh	FN deposit inh	EWS-Fli inh
COc1ccc(OC)c(NC(=O)COC(=O)c2ccc(OC)c(S(=O)(=O)N3CCOCC3)c2)c1	0	2	1	9	1	-1	-2	1
O=C(O)c1ccc(NC(=S)Nc2ccc(S(=O)(=O)Nc3ccccn3)cc2)cc1	-13	-3	-3	-12	-17	-3	4	-4
COc1ccc(CC(=O)OCC(=O)NCC2CCCO2)cc1OC (centres undefined)	1	1	·	-1	2	-5	9	2
C[C@@H]1CN([C@@H](C)CO)C(=O)c2cc(-c3ccccc3)cnc2O[C@H]1CN(C)C(=O)c1cccc(F)c1	·	·	-18	-6	·	·	-25	5
Cc1nnc(NC(=O)c2sc3ccccc3c2Cl)s1	·	·	-4	·	-30	2	1	·
O=[N+]([O-])c1ccc(/C=C/c2ccc3cccc(O)c3n2)cc1	1	6	·	-43	-41	-1	11	-70
O=c1c(Br)c(N2CCOCC2)cnn1-c1ccccc1	1	0	-6	-15	-68	·	-12	-19
CC(C)CC#Cc1cnc2c(c1)C(=O)N([C@H](C)CO)C[C@@H](C)[C@H](CN(C)S(=O)(=O)c1cccs1)O2	0	-4	9	6	·	2	-11	0
O=C(Nc1ccc(F)cc1)N1CCCCN2[C@H](CO)[C@@H](c3ccc(C#Cc4ccccc4)cc3)[C@@H]2C1	2	-40	-19	1	24	6	·	7
COc1cc(NC(=O)Nc2cccn3nc(COCCO)nc23)cc(OC)c1OC	7	2	4	-19	4	2	·	4
O=C(OCCN1C(=O)c2ccccc2C1=O)c1cccs1	·	·	9	-7	·	-5	5	·
O=C(c1ccc(S(=O)(=O)Nc2cccc(C(F)(F)F)c2)cc1)N1CCN(c2ccccc2O)CC1	0	-5	·	6	16	1	-7	7
CC(C)(C)OC(=O)C[C@H]1C/C=C\C[C@H](CC(=O)N(CCO)Cc2ccccc2)C(=O)NCCOC1=O	6	6	·	9	-6	5	0	11
Oc1ccc(/C=N/Nc2ccnc3cc(Cl)ccc23)cc1O	0	-2	9	13	12	·	20	36
Cc1ccc(C)c(NC(=O)CN(C)C(=O)C2COc3ccccc3O2)c1 (centres undefined)	-1	-2	2	·	-13	-6	6	-5
CC1(C)CC(=O)C=C(c2cccnc2)C1	·	·	-3	12	-5	4	-7	-3
COc1ccc(-c2cc(C(=O)N(C)CC(=O)Nc3cccc(F)c3)c3ccccc3n2)cc1OC	5	0	1	-11	25	-6	18	11
CN1CCNC(=O)C1CC(=O)O (centres undefined)	·	·	6	·	5	1	3	·
NS(=O)(=O)c1ccc(CCNC(=O)c2ccc(OCC3CCCO3)cc2)cc1 (centres undefined)	-2	-2	1	-4	-12	-1	-9	2
COc1ccc(N2C(=O)[C@@H]3[C@H](C2=O)[C@H]2C=CC=NN2[C@@H]3C(=O)Nc2ccc(Cl)cc2)cc1	·	-9	4	5	26	6	-9	5
COc1ccc(-n2cc(CN(C)Cc3n[nH]c(=O)[nH]3)c(-c3cccc(F)c3)n2)cc1	6	4	·	21	-2	·	·	-4
C[C@@H]1CN([C@@H](C)CO)C(=O)c2cc(N(C)C)ccc2O[C@@H]1CN(C)Cc1ccncc1	0&6	-15&0	14&4	-14&-8	-21&2	2&-1	-2&4	-8&-5
CC(C)N1CCN(Cc2ccc(C#CC(C)(C)O)s2)CC1CCO (centres undefined)	1	6	10	14	-15	-4	-2	13
C[C@@H]1CCCCO[C@@H](CN(C)CC2CCCCC2)[C@H](C)CN([C@H](C)CO)C(=O)c2cc(NC(=O)c3ccccc3)ccc2O1	1	6	-2	5	14	5	5	12
CNc1ncnc2sc(-c3ccccc3)cc12	-2	3	-3	-14	-5	3	1	-13

Next section.
SMILES	ERAP1 HTS inh	S100A4 inh HTS	PGC1a acetyl inh	LGR2 inh	PAX8 reporter	PglD inh	FN deposit inh	EWS-Fli inh
Cc1ccccc1-c1ccc([C@@H]2[C@H]3CN(C(=O)Nc4ccc(F)cc4)CCCCN3[C@H]2CO)cc1	0	0	-5	11	13	-3	·	4
N=c1oc2cc(O)ccc2cc1C(=O)Nc1ccc(F)cc1	-66	1	9	-80	-167	-4	3	-43
COc1cc(Cl)c(C)cc1NC(=O)CSc1ccccc1	-1	1	·	-5	14	·	·	11
O=C(CN1CCOCC1)NCC[C@H]1CC[C@@H](NC(=O)Nc2ccccc2)[C@@H](CO)O1	1	-23	6	3	-7	0	3	5
CCOC(=O)C(=NC1CCS(=O)(=O)C1)NNc1cc(Cl)ccc1Cl (centres undefined)	3	5	5	-2	-1	-3	-13	4
OCC[C@H]1C[C@H](O)[C@@H](O)[C@@]2(CCCc3ccccc3O2)O1	3	4	5	-8	-3	-6	9	-1
Cc1nc(CN(C)C(=O)c2cc(COc3c(F)cccc3F)on2)cs1	-2	2	-5	-1	18	3	3	-4
COc1ccc(NC(=O)N(C)C[C@H]2Oc3ccc(NC(=O)NC(C)C)cc3C(=O)N([C@H](C)CO)C[C@H]2C)cc1	-1	-11	1	-8	7	-4	·	-8
CCCCCOC(=O)Nc1nnc(CCCCC)s1	2	-3	16	-2	·	15	·	5
COCCCNC(=S)N1CCN(c2nc(-c3ccc(F)cc3)cs2)CC1	-3	-2	-3	18	-6	2	-2	10
CSCCC(C(=O)Nc1c(C)cccc1C)N1CCN(c2ccc(C(F)(F)F)cn2)CC1 (centres undefined)	-4	-2	-8	16	-9	-4	8	4
O=C(/C=C/c1ccco1)Nc1ccc(Cl)c(S(=O)(=O)N2CCOCC2)c1	0	-36	-9	17	24	-1	1	3
Cc1ccc(C2Nc3ccccc3NC3=C2C(=O)CC(C)(C)C3)c(O)c1 (centres undefined)	2	-5	·	-20	15	0	0	-16
COc1cccc(NC(=O)Nc2nnc(CC(=O)NCc3ccccc3)s2)c1	-1	-3	24	-4	-24	15	6	-21
Cc1ccc2c(Cl)c(C(=O)NCC(c3ccco3)N3CCCC3)sc2c1 (centres undefined)	0	-5	-15	-10	-2	5	-2	·
COc1ccc(OC)c(NC(=O)Nc2nc(C(N)C(C)C)cs2)c1 (centres undefined)	-2	-6	0	2	-1	2	·	-10
N#Cc1ccc(CSc2nnc(NC(=O)c3ccc(=O)[nH]c3)s2)cc1	·	4	2	-4	-3	-3	4	6
COc1cc(-c2nc3cc(C)ccn3c2NC2CCCCC2)ccc1-c1ccc(C(C)=O)cc1	·	·	·	13	24	-5	-3	-4
COc1ccc(S(=O)(=O)NCCN2CCOCC2)c(C)c1C	0	-3	·	·	-9	7	4	16
COc1ccc(-c2cc([C@H]3[C@H]4C=CC[C@@H](C)[C@@H]4C(=O)N3Cc3ccccc3)ccc2F)cc1OC	0	1	-31	8	-85	-10	-2	-2
CCOCCCN(C(=O)Cn1nnc(-c2ccc(OC)c(OC)c2)n1)C(C(=O)NCC1CCCO1)c1ccc(F)cc1 (centres undefined)	-5	-1	·	10	15	4	-3	5
O=C(Nc1ccccc1F)Nc1ccccc1Br	-3	1	·	-32	-101	·	·	-76
COCCN(C(=O)c1ccc(N2C(=O)c3ccccc3C2=O)cc1)c1c(N)n(CC(C)C)c(=O)[nH]c1=O	-3	-6	-6	-6	-13	-1	2	0
CCOc1cc(Br)c(CC(=O)O)cc1OCC	1	-5	6	3	0	-6	-10	-31
C#CCN(C[C@@H]1[C@@H](OC(=O)NCc2ccccc2F)[C@@H](OC(=O)NCc2ccccc2F)Cn2c(=O)n(CCCCCC)c(=O)n21)S(=O)(=O)c1ccc(C)cc1	5	-13	5	-6	19	-4	-11	9

(next part)
SMILES	ERAP1 HTS inh	S100A4 inh HTS	PGC1a acetyl inh	LGR2 inh	PAX8 reporter	PglD inh	FN deposit inh	EWS-Fli inh
O=C(CN1CCCC1c1ccc2c(c1)OCCO2)NC(=O)Nc1ccccc1 (centres undefined)	2	11	-8	-23	-12	6	3	-10
Cc1ccc(-c2csc3ncnc(-n4cnc5ccccc54)c23)cc1	0	-1	·	0	9	-4	15	23
Cn1c(NC(=O)c2cccc(C(F)(F)F)c2)cc(=O)n(C)c1=O	0	-8	-11	-6	22	-3	7	1
CO[C@@H]1CN(C)C(=O)c2cc(NC(=O)CC(F)(F)F)ccc2OC[C@@H](C)N(C(=O)C2CCOCC2)C[C@@H]1C	1	-41	3	-8	-7	·	-17	22
CCCc1nc2c([nH]1)c(=O)n(C)c(=O)n2C	3	-3	·	0	-8	2	1	-4
COc1ccc(OC)c(NC(=S)N(CCc2c(C)[nH]c3ccccc23)Cc2cccs2)c1	2	-27	-1	1	31	2	-8	0
COC(=O)C[C@@H]1CC[C@@H]2[C@H](COc3ccc(NC(=O)Nc4cc(C)cc(C)c4)cc3C(=O)N2C)O1	2	-3	·	9	5	0	-24	27
O=C(CCCN1CC=C(n2c(=O)[nH]c3ccccc32)CC1)c1ccc(F)cc1	-7	-8	-9	6	20	6	-10	-6
Cc1cccc(C)c1NC(=O)CN1C(=O)NC(C)(CCc2ccccc2)C1=O (centres undefined)	1	3	-2	-44	-1	·	·	6
COc1cc(C(C)=O)ccc1OCCN1CCC(Cc2ccccc2)CC1	-2	4	-5	-3	-10	-1	-1	20
COc1cc([C@@H]2C[C@H]3CN(c4ccccc4)C(=O)[C@]34CCCN24)cc(OC)c1OC	·	-18	1	33	8	·	8	8
Cc1ccc(NC(=O)N2CCC(C(=O)c3ccc(F)cc3)CC2)cc1	0	-9	·	-4	9	0	2	6
O=C(C[C@@H]1C[C@H]2c3cc(NS(=O)(=O)c4ccc(F)cc4)ccc3O[C@H]2[C@@H](CO)O1)NCc1ccccc1	2	12	-5	-5	9	0	0	-16
CCOc1c(Br)cc(C2NC(=O)CCC2[N+](=O)[O-])cc1OC (centres undefined)	0	9	8	-9	-150	-5	0	0
COc1cccc(OCCSc2nc3ccccc3c(=O)[nH]2)c1	-1	-1	3	7	-2	·	7	-15
CO[C@H]1CN(C)C(=O)c2ccc(NC(=O)C3CCCCC3)cc2OC[C@H](C)N(C(=O)c2ccccc2)C[C@@H]1C	1	-1	0	13	11	0	3	3
CC(=O)NN(O)C1N(C)C(=O)N(Cc2ccccc2)C1(C)C (centres undefined)	-1	1	8	8	3	·	13	5
OC[C@@H]1CN(C2CCCC2)C[C@H](n2cnc3c(NC4CC4)ncnc32)O1	0	-6	-1	3	-13	13	0	-4
Cc1c(C(=O)O)cccc1-n1c(C)cc(C=O)c1C	4	3	·	34	4	5	0	2
COc1ccc(Cc2noc(CN(C)Cc3ccc(-n4cccn4)cc3)n2)cc1OC	0	-4	9	-17	6	1	-2	10
CC(NC(=O)c1ccco1)C(=O)N1CCN(c2ccccc2)CC1 (centres undefined)	-1	1	·	-6	-6	0	·	3
Cc1onc(-c2ccccc2Cl)c1C(=O)OCC(=O)c1c(N)n(C)c(=O)n(C)c1=O	15	-2	4	24	-4	·	-4	1

Ordered by SMILES length (ascending): some entries from above
SMILES	ERAP1 HTS inh	S100A4 inh HTS	PGC1a acetyl inh	LGR2 inh	PAX8 reporter	PglD inh	FN deposit inh	EWS-Fli inh
COc1cccc(OCCSc2nc3ccccc3c(=O)[nH]2)c1	-1	-1	3	7	-2	·	7	-15
Cc1ccc(-c2csc3ncnc(-n4cnc5ccccc54)c23)cc1	0	-1	·	0	9	-4	15	23
Cc1ccc(NC(=O)N2CCC(C(=O)c3ccc(F)cc3)CC2)cc1	0	-9	·	-4	9	0	2	6
COc1ccc(OC)c(NC(=S)N(CCc2c(C)[nH]c3ccccc23)Cc2cccs2)c1	2	-27	-1	1	31	2	-8	0
COC(=O)C[C@@H]1CC[C@@H]2[C@H](COc3ccc(NC(=O)Nc4cc(C)cc(C)c4)cc3C(=O)N2C)O1	2	-3	·	9	5	0	-24	27
CO[C@H]1CN(C)C(=O)c2ccc(NC(=O)C3CCCCC3)cc2OC[C@H](C)N(C(=O)c2ccccc2)C[C@@H]1C	1	-1	0	13	11	0	3	3
